Screens deposited in PubChem BioAssay by National Center for Advancing Translational Sciences (NCATS).
EPAC1 antag – EPAC1 (human) antagonism; O95398; EPAC1 GEF assay, Rap1b-BODIPY-GDP exchange fluorescence; Potency, µM (top dose mostly 115 µM), for inactives: top-dose activity change, negative = inhibition, most hits filed as inhibitors; hit rate 0.14% among 360,000;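 also: plate controls were vehicle for no effect and positive control for full effect; nearly all actives have a fitted effect of over 50% in size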
EPAC2 antagonist – antagonists of human EPAC2; hit rate 0.18% among 360,000; Potency, µM (highest dose often 114 µM), inactives show at the highest dose activity, negative = inhibition, most hits filed as inhibitors; EPAC2 GEF exchange of Rap1B-BODIPY-GDP, fluorescence; Q8WZA2; also: % is scaled to controls: 0 for no effect and ±100 for the full control effect; nearly all actives have a fitted effect of over 45% in size; many of its hits are not listed in these tables
Target sequence (Q8WZA2 whole entry, looked up): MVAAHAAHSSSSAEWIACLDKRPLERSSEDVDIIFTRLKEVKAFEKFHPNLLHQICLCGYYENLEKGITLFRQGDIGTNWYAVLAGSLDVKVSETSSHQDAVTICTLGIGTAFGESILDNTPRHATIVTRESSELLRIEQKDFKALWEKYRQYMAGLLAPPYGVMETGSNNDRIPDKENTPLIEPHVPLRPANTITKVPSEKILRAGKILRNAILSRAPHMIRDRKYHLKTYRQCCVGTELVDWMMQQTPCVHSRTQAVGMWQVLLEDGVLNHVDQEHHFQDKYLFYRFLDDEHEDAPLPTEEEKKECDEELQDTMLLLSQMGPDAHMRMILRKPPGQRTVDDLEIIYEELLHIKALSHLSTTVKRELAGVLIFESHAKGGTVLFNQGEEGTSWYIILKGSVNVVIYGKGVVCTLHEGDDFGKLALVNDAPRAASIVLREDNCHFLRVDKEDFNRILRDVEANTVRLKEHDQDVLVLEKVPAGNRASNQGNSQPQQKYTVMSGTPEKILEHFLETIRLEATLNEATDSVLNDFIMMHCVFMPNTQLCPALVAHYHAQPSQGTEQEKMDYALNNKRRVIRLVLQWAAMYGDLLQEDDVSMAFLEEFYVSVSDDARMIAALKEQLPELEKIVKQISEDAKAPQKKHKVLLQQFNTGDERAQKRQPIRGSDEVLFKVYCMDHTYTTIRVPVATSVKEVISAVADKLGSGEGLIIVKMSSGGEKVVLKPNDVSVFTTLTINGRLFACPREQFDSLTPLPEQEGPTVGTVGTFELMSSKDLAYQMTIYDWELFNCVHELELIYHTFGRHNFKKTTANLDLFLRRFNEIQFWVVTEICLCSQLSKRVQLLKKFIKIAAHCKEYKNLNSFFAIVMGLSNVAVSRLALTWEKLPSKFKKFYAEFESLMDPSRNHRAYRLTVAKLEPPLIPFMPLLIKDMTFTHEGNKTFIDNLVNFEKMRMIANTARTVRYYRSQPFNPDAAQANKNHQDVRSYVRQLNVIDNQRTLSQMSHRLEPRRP
aSyn yeast inh – alpha-synuclein toxicity inhibition in yeast; Yeast expressing alpha-synuclein, growth rescue, BacTiter-Glo, 24 h; Potency, µM (titrated, usually from 46.1 µM), for inactives: at the highest dose growth rescue (activation), most hits filed as activators; hit rate 0.14% among 370,000; AID 652106; also: % of control where 0% means no effect; nearly all actives have a fitted effect of over 65% in size
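Screening used galactose-induced yeast with toxic alpha-synuclein levels, exposed to compound for 24 hr at 30 deg C. Cell growth, read with BacTiter-Glo luminescence, gave the measured signal.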
EPAC2 agonist – activates human EPAC2 exchange factor | EPAC2 activation, biochemical qHTS; response scale: 100% = 6.5 mM cAMP response | Potency, µM (series often up to 154 µM), inactives show at the highest dose activation, most hits filed as activators | hit rate 0.079% among 360,000; also: nearly all actives have a fitted effect of over 50% in size
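Each well held 100 nM EPAC2, 250 nM RAP1B-BODIPY-GDP and 50 uM GDP. Fluorescence, read at 5-min intervals to 30 min, was referenced to a 6.5 mM cAMP positive control.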
TDP43 rescue – inhibitors of TDP-43 toxicity in yeast; AID 652104; hit rate 1.8% among 410,000; Potency, µM (titrated, usually from 46.1 µM), for inactives: at the top dose growth rescue (activation), most hits filed as activators; TDP-43 expressing yeast growth rescue, BacTiter-Glo, 24 h; also: % of control where 0% means no effect; nearly all actives have a fitted effect of over 50% in size
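In this qHTS, compounds that restore growth of yeast expressing TDP-43 appear as activators. Cells (OD600=0.02, galactose medium, raffinose-pregrown) are incubated with compound 24 hr at 30 deg C and growth is quantified by BacTiter-Glo.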
EPAC1 agonist – EPAC1 (human) agonism; O95398; EPAC1 agonist qHTS, biochemical assay; response scale: 100% = response to 6.5 mM cAMP; Potency, µM (titrated, usually from 154 µM), for the others: at the highest dose activation, hits mostly activators; hit rate 0.073% among 360,000; AID 720707; also: nearly all actives have a fitted effect of over 60% in size
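Read-out is the fluorescence drop as BODIPY-GDP leaves Rap1B (480 nm excitation, 540 nm emission), recorded every 5 minutes over 30 minutes. Reactions held 100 nM EPAC1, 250 nM Rap1B–BODIPY-GDP and 50 uM GDP, with 6.5 mM cAMP setting full activation.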
FUS suppressor – suppressors of FUS proteinopathy in yeast | S. cerevisiae FUS-expressing, growth rescue, OD600, 24 h | hit rate 0.24% among 390,000 | Potency, µM (top dose mostly 76.6 µM), without a hit: at the top dose growth rescue (activation), most hits filed as activators;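 also: plate controls were DMSO vehicle for no effect and reference control for full effect; nearly all actives have a fitted effect of over 55% in size; some results filed as inactive show a strong effect at the top dose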
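Absorbance at 600 nm, taken 24hr after compound addition, measured rescue of FUS-yeast growth at 30C. Induction used 2% galactose with seeding at OD 0.005. Controls: CP55940 from 92uM final, DMSO only.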
PTHR1 agonist – agonists of human PTHR1 parathyroid hormone receptor | Q03431 | HEK293 GP2 PTHR1 cells, GloSensor cAMP luminescence, 1 h | Potency, µM (series often up to 115 µM), without a hit: at the highest dose activation, usual class: activators | hit rate 0.075% among 410,000 | AID 743266; also: nearly all actives have a fitted effect of over 55% in size; some results filed as inactive show a strong effect at the top dose; inactives centre near -15; many of its hits are not listed in these tables
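HEK-293-derived GP2 cells expressing PTHR1 and a GloSensor cAMP reporter, 3,000/well, plated overnight, given luciferin plus IBMX (each 0.5 mM as added) for 1 h at 37 °C, then compound for 1 h at 37 °C. Luminescence was read after 15 min at room temperature.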
Active calls of the source: *; i = inactive; ? = inconclusive; . = not tested or not shown; [ ] = another dose, or the depositor's remark. Calls follow the shape of the dose curve; as a rule, active = well fitted curve in the direction sought with a large enough effect; inconclusive = small, poorly fitted or top-dose-only effect, or another doubt; inactive = no such curve, though single readings can be large; an effect the other way counts as inactive or inconclusive. Potency is read from the fitted curve at half-maximal effect. Some of the compounds tested (hit frequency here may not be typical).

SMILES	EPAC1 antag	EPAC2 antagonist	aSyn yeast inh	EPAC2 agonist	TDP43 rescue	EPAC1 agonist	FUS suppressor	PTHR1 agonist
Oc1csc(Cc2nc(-c3ccccc3F)cs2)n1	5%	18%	5%	-2%	-13%	0%	34%	-13%
Cc1nnc(SCC(=O)NCC2CCCO2)n1-c1ccccc1 (stereo not drawn)	5%	4%	-17%	4%	6%	-2%	5%	i
Cc1cc(-n2c(SCC(=O)NCc3cccs3)nc3n[nH]c(C)c3c2=N)ccc1Cl	0%	0%	1%	5%	-6%	-3%	21%	-23%
CCCOc1ccccc1C(=O)N1CCNC(=O)C1CC(=O)OC(C)C (stereo not drawn)	0%	5%	5%	1%	9%	2%	-6%	i
COc1ccccc1NS(=O)(=O)c1ccc(S(=O)(=O)N2CCOCC2)cc1	7%	3%	11%	3%	1%	5%	13%	-32%[inhibitor]
O=C(NNC1=NCCC1)c1cccc(S(=O)(=O)N2CCCCC2)c1	-5%	-1%[57.1 µM]	-5%	14%	-1%	2%	-9%	i
COC(=O)c1ccc2c(=O)n(CCO)c(=S)[nH]c2c1	2%	-2%	-12%	10%	-13%	-5%	3%	i
CCN(CC(=O)NCc1ccc(Cl)cc1)C(=O)CSCC(=O)Nc1ccc(OC)cc1	7%	11%	1%	5%	0%	-2%	7%	-6%
CC(=O)c1cccc(NC(=O)C(OC(=O)/C=C/c2ccc3c(c2)OCO3)c2ccccc2)c1 (stereo not drawn)	-17%	-4%[57.1 µM]	9%	6%	-4%	12%	49%	i
COc1cc(-n2nc(C)c3c2OC(N)=C(C#N)C3c2ccccc2)c(Cl)c(Br)c1O (stereo not drawn)	?	-22%	-19%	-1%	29%	10%	19%	-12%
CC(NC(=O)C12CC3CC(C)(CC(C)(C3)C1)C2)c1ccncc1 (stereo not drawn)	-14%	6%	6%	-5%	11%	0%	3%	-17%
Cc1cccc(C)c1NC(=O)C(NC=O)c1ccc(N(C)C)cc1 (stereo not drawn)	14%	3%	-4%	-2%	15%	-1%	-1%	i
Cc1ccc(CN2C(=O)C(CC(C)C)Nc3ncnc(N4CCCCC4)c32)cc1 (stereo not drawn)	-4%	-21%	22%	7%	9%	9%	38%	-76%[inhibitor]
CCOC(=O)C1=C(COC(=O)CCNS(=O)(=O)c2ccc(C)c(C)c2)NC(=O)NC1C (stereo not drawn)	-1%	-11%	6%	3%	1%	0%	12%	-13%
Cc1cc(Cl)ccc1OCC(=O)N(Cc1ccco1)c1c(N)n(Cc2ccccc2)c(=O)[nH]c1=O	-30%	-9%	?	-2%	12%	4%	-1%	-43%[inhibitor]

Reformatted field by field: part of the list above.
Structure: COc1cc(-n2nc(C)c3c2OC(N)=C(C#N)C3c2ccccc2)c(Cl)c(Br)c1O (stereo not drawn)
  EPAC1 antag: ?	EPAC2 antagonist: -22%	aSyn yeast inh: -19%	EPAC2 agonist: -1%	TDP43 rescue: 29%	EPAC1 agonist: 10%	FUS suppressor: 19%	PTHR1 agonist: -12%
Structure: CC(=O)c1cccc(NC(=O)C(OC(=O)/C=C/c2ccc3c(c2)OCO3)c2ccccc2)c1 (stereo not drawn)
  EPAC1 antag: -17%	EPAC2 antagonist: -4%[57.1 µM]	aSyn yeast inh: 9%	EPAC2 agonist: 6%	TDP43 rescue: -4%	EPAC1 agonist: 12%	FUS suppressor: 49%	PTHR1 agonist: i

More results:
SMILES	EPAC1 antag	EPAC2 antagonist	aSyn yeast inh	EPAC2 agonist	TDP43 rescue	EPAC1 agonist	FUS suppressor	PTHR1 agonist
C=C1c2ccccc2O[C@H](C(=O)OCC)[C@@H]1C1CCCCC1	-8%	?	9%	4%	8%	1%	2%	-29%
CC(C)C1Cc2nc(Cl)c(C#N)cc2CO1 (stereo not drawn)	3%	-7%	-4%	2%	18%	1%	21%	i
CCCCN(C)c1nc(-c2ccco2)c2c(c1C#N)CC(C)(C)OC2	-30%	?	-38%[inhibitor]	3%	20µM*	-20%	37%	-47%[inhibitor]
O=C(NC1CC2CCCC(C1)N2Cc1ccccc1)c1ccc([N+](=O)[O-])cc1 (stereo not drawn)	6%	10%	12%	10%	13%	2%	-17%	i
COc1ccc(NC(=O)NCc2ccc3c(c2)OCO3)cc1	-2%	1%	0%	7%	-5%	-3%	-2%	i
CC(=O)Nc1ccc(NC(=O)C(C)n2nc([N+](=O)[O-])c(Br)c2C)cc1 (stereo not drawn)	5%	1%	7%	4%	-9%	3%	-19%	i
NS(=O)(=O)c1ccc(CNS(=O)(=O)c2cccc3nonc23)cc1	5%	7%	0%	4%	-17%	-4%	-1%	i
COCCNc1nc(-c2ccccc2)nc2c1oc1ccccc12	-11%	-6%	-30%	9%	13µM*	21%	16%	-2%
CN(C(=O)OC(C)(C)C)[C@H](Cc1ccccc1)C(=O)N[C@H]1CCCCNC1=O	0%	-5%	-7%	-1%	9%	-18%	4%	i
COc1ccc(C2(C)NC(=O)N(CC(=O)Nc3cccnc3Cl)C2=O)cc1 (stereo not drawn)	0%	6%	3%	-4%	4%	4%	-1%	i
CCC(CC)c1nnc(NC(=O)Cc2cccs2)s1	-2%	0%	3%	4%	11%	0%	19%	i
COc1ccccc1C(=O)N=c1sc2c(C)ccc(OC)c2n1C	-3%	-15%	4%	-4%	?	1%	27%	i
CCCS(=O)(=O)C/C(N)=N/OC(=O)c1ccc(Cl)cc1	9%	-7%	1%	4%	-6%	-2%	2%	-1%
CC1Cn2c(nnc2-c2cccs2)S1 (stereo not drawn)	-4%	3%	1%	10%	-6%	3%	-7%	i
COc1ccc(NC(=O)Cn2c(=O)ccc3cc(S(=O)(=O)N4CCCC4)ccc32)cc1Cl	.	.	-3%	.	-3%	.	8%	-13%

6 entries from above, sorted by the number in EPAC2 antagonist, largest number first.
| smiles | EPAC2 antagonist |
| --- | --- |
| COc1ccc(C2(C)NC(=O)N(CC(=O)Nc3cccnc3Cl)C2=O)cc1 (stereo not drawn) | 6% |
| Cc1nnc(SCC(=O)NCC2CCCO2)n1-c1ccccc1 (stereo not drawn) | 4% |
| COc1ccccc1NS(=O)(=O)c1ccc(S(=O)(=O)N2CCOCC2)cc1 | 3% |
| Cc1cc(-n2c(SCC(=O)NCc3cccs3)nc3n[nH]c(C)c3c2=N)ccc1Cl | 0% |
| COC(=O)c1ccc2c(=O)n(CCO)c(=S)[nH]c2c1 | -2% |
| CN(C(=O)OC(C)(C)C)[C@H](Cc1ccccc1)C(=O)N[C@H]1CCCCNC1=O | -5% |

A stretch from further up, as a working copy:
SMILES	EPAC1 antag	EPAC2 antagonist	aSyn yeast inh	EPAC2 agonist	TDP43 rescue	EPAC1 agonist	FUS suppressor	PTHR1 agonist
C=C1c2ccccc2O[C@H](C(=O)OCC)[C@@H]1C1CCCCC1	-8%	?	9%	4%	8%	1%	2%	-29%
CC(C)C1Cc2nc(Cl)c(C#N)cc2CO1 (stereo not drawn)	3%	-7%	-4%	2%	18%	1%	21%	i

Next part.
SMILES	EPAC1 antag	EPAC2 antagonist	aSyn yeast inh	EPAC2 agonist	TDP43 rescue	EPAC1 agonist	FUS suppressor	PTHR1 agonist
COc1cc(C(=S)N2CCOCC2)cc(OC)c1OC(=O)c1cccc(C)c1	-17%	-22%	9%	4%	20%	1%	20%	i
CCN(C(=O)CN1C(=O)NC(c2ccccc2)(c2ccc(C)c(C)c2)C1=O)C1CCCCC1 (stereo not drawn)	-21%	0%	4%	-2%	21%	2%	?	-31%[inhibitor]
C[C@@H]1CC=C[C@H]2[C@H]1C(=O)N(Cc1ccccc1)[C@H]2c1ccc(-c2cc3ccccc3s2)cc1F	4%	-17%	-1%	0%	14%	-3%	-9%	-1%
O=C1CSC(c2ccc3c(c2)OCO3)N1c1ccc(Oc2ccccc2)cc1 (stereo not drawn)	4%	-5%	.	6%	20%	14%	19%	-34%[inhibitor]
CC1CCCc2sc3ncn(N)c(=N)c3c21 (stereo not drawn)	4%	4%	6%	1%	29%	3%	22%	i
N#CCc1ccc(-c2cccc3nccn23)cc1	2%	-12%	-1%	12%	-10%	-8%	-18%	-5%
CCn1cc(C(=O)NP(=O)(Nc2ccc(C)cc2)Nc2ccc(C)cc2)c2ccccc21	0%	14%	2%	1%	13%	8%	-32%	-32%[inhibitor]
COc1ccc(NC(=O)C2CC(=O)N(C(C)C)C2)cc1 (stereo not drawn)	-2%	2%[57.1 µM]	-1%	-9%	-6%	0%	-19%	i
CCOC(=O)[C@H]1[C@H]2COc3ccc(Cl)cc3[C@@H]2N2C(=O)c3cc(F)ccc3NC(=O)[C@@]12C	-1%	-19%	8%	14%	21%	4%	-25%	i
CN(Cc1ccccc1)C(=O)c1cccc(NC(=O)Cc2cccc([N+](=O)[O-])c2)c1	-3%	5%	-13%	13%	1%	8%	32%	-43%[inhibitor]
CC(C)=NN1C(c2nonc2N)=NOC1(C)C	-15%	11%	-3%	13%	2%	-3%	4%	-4%
CCN(C(=O)c1cc(S(=O)(=O)N2CCCC2)ccc1C)C1CCS(=O)(=O)C1 (stereo not drawn)	9%	2%	3%	12%	9%	10%	-22%	i
COc1cccc(CN(C)C(=O)C2CCCN(C(=O)c3ccc(Cl)cc3)C2)c1 (stereo not drawn)	3%	11%	8%	5%	-9%	-1%	-3%	-9%
Cc1nn(CC(=O)NCc2ccccc2)c(=O)c2ccccc12	2%	4%	0%	-1%	-21%	4%	10%	-11%[57.5 µM]
